STAT3 act: IL-6 driven STAT3 reporter potentiators, primary screen, U3A cells, luciferase, luminescence, MLSCN library | AID 871, 2007 | actives 0.91% (n = 190,000) | IL-6 STAT3-luciferase reporter; 100% = signal with IL-6 EC80 alone | activation (% of control), % at 5.6 µM;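 active = activation above the screen-wide mean of compound activation plus 3 SD, cut at about 130% in these data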;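 note: 0% = background luminescence of wells with medium and substrate only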
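system = STAT3-luciferase reporter U3A cells | reagent = IL-6 stimulus at 33 ng/mL final | timing = 1 h compound pre-exposure, 6 h IL-6 stimulation, 37 °C | measured by = luminescence | evaluation = % activation versus median of IL-6-stimulated wells | control set = IL-6-only wells as 100% reference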
STAT1 blocker: STAT1 signaling inhibitors, primary screen, cell-based, HTS, luciferase reporter; NIH 3T3 STAT1-luciferase reporter, IFN-gamma, luminescence; inhibition, % at 5.5 µM; actives 0.35% (n = 200,000);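 active = inhibition above a set limit, the mean inhibition across all tested compounds plus 3 SD, cut at about 34% in these data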;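 note: 0% = IFN-gamma with DMSO and 100% = IFN-gamma with 300 µM nifuroxazide; values of inactives mirror those of a sister screen read the other way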
HMGR II inh: inhibitors of E. faecalis class II HMGR, primary screen, biochemical, Enterococcus faecalis; HMG-CoA reductase (Enterococcus faecalis, mvaE); purified E. faecalis HMGR, NADPH absorbance 340 nm kinetic; inhibition, % at 10 µM; actives 0.41% (n = 190,000);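 active = inhibition above a set limit, the median over all tested compounds plus 3 SD, cut at about 9.5% in these data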;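 note: enzyme runs in reverse so mevalonate oxidation gives rising NADPH absorbance; 0% = complete reaction with DMSO and 100% = background rate lacking mevalonate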
STAT3 blocker: IL-6 driven STAT3 reporter inhibitors, primary screen, U3A cells, luciferase, luminescence, MLSCN library; IL-6 STAT3-luciferase reporter; host cell line lacks STAT1; inhibition, % at 5.5 µM; actives 0.89% (n = 190,000);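 active = inhibition above the mean inhibition across all screened compounds plus 3 SD, cut at about 44% in these data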;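 note: 0% = DMSO only wells and 100% = 100 µM nifuroxazide control wells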
DTT redox prof: compounds producing H2O2 with reducing agent – biochemical, NIH compound library profiling, artefact control for MLSCN library redox annotation, primary screen | DTT-dependent redox cycling H2O2, phenol red/HRP absorbance; 100% = 100 µM peroxide control, 0% = buffer | activation, % at 10 µM | actives 0.03% (n = 200,000);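 active = activation of at least 50% relative to the plate's high and low controls in the primary single-dose screen; inactive = activation below 50%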;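 note: compound incubated with DTT at 0.8 mM final as the reducing agent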
NF-kB neuron act: activators of NF-kB expression in neurons, primary screen, cell-based, HTS | human neuronal cells, NF-kB reporter expression; active compounds read high | actives 1.6% (n = 190,000) | fold change at 12.5 µM; in the data active = fold change above about 3.3
Hsp70 activator: Hsp70 transcriptional activators, primary screen, cell-based, HeLa, Hsp70 promoter luciferase, luminescence, 10 µM | HeLa Hsp70 promoter luciferase reporter; scaled: vehicle 0, proteasome-inhibitor control 100% | activation, % at 10 µM | actives 0.04% (n = 200,000);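 active = activation above the mean across all tested compounds plus 3 SD, cutoff set per campaign, cut at about 5.5% in these data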;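 note: 100% = MG132 at 30 µM as the positive control and 0% = DMSO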
STAT1 act: STAT1 signaling activators, primary screen, cell-based, HTS, luciferase reporter; NIH 3T3 STAT1-luciferase reporter, IFN-gamma, luminescence; 100% = IFN-gamma alone, no compound; activation (% of control), % at 5.5 µM; actives 2.6% (n = 200,000); AID 932, 2007;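 active = activation above the screen-wide mean activation plus 3 SD, cut at about 130% in these data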;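 note: raw ratio to IFN-gamma control signal so 100% means no change and 0% no light; values of inactives mirror those of a sister screen read the other way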
APP 5'UTR act: activators of APP 5'UTR luciferase reporter, primary screen, SH-SY5Y cells; SH-SY5Y APP 5'UTR luciferase reporter, luminescence; zero percent = DMSO vehicle wells; activation, % at 2 µM; AID 1276, 2008; actives 1% (n = 190,000);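 active = activation above a set limit, based on mean plus 3 SD of controls, cut at about 140% in these data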; note: values of inactives mirror those of a sister screen read the other way
TLR4 MyD88 comp: inhibitors of TLR4-MyD88 association in cells, primary screen, cell-based, HeLa CL3-4, BLA complementation, FRET ratio. Toll-like receptor 4 (Homo sapiens) + Myeloid differentiation primary response protein …. HeLa CL3-4 TLR4/MyD88 BLA complementation. inhibition, % at 8.4 µM. actives 0.18% (n = 200,000). AID 861, 2007; in the data active = inhibition above about 25%;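 note: 0% = vehicle and 100% = reference inhibitor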
Target sequence (O00206 whole entry, looked up): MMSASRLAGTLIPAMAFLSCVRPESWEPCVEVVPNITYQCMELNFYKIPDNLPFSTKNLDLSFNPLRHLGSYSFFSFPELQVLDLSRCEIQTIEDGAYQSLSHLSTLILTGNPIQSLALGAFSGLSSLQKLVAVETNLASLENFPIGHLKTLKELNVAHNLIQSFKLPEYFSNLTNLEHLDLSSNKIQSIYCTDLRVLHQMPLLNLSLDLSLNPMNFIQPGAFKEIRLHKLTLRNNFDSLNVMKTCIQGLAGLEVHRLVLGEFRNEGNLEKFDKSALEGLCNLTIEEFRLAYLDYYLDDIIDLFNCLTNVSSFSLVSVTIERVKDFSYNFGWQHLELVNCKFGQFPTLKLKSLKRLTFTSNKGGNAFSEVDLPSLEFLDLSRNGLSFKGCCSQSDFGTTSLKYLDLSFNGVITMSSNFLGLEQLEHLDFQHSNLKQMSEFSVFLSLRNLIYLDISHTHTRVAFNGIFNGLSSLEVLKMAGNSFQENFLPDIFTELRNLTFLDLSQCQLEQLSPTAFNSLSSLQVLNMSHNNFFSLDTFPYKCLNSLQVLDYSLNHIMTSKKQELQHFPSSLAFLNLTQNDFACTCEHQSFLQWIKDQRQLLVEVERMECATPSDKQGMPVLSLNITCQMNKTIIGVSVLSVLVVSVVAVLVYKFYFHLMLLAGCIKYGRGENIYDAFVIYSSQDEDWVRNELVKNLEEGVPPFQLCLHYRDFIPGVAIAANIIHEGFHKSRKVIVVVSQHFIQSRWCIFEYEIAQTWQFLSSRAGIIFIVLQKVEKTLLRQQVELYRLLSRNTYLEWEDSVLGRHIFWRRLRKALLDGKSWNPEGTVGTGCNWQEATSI
Target sequence (Q99836 whole entry, looked up): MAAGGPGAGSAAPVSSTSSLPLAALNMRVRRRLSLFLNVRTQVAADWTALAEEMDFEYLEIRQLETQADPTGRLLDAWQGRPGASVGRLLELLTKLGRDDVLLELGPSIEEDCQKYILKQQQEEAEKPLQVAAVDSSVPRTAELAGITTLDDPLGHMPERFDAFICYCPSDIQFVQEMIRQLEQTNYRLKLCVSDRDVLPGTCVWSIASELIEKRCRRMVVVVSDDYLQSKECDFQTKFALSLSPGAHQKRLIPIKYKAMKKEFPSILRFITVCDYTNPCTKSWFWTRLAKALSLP
The depositor's hits bear a star; / = not tested or not shown; & = joins results of further samples. This is a random part of the collection. About 5.6% of those tested had a hit in this group.

canonical_smiles,STAT3 act,STAT1 blocker,HMGR II inh,STAT3 blocker,DTT redox prof,NF-kB neuron act,Hsp70 activator,STAT1 act,APP 5'UTR act,TLR4 MyD88 comp
COCCCNC(=O)c1ccc2c(=O)n(C3CCCC3)c(=S)[nH]c2c1,86,-2,-6,19,1.1,1.1,-0.1,102,-13,9
O=C(COc1ccccc1Cl)c1ccc2c(c1)CCCC2,103,-17,-3,-3,1.0,3.2,0.0,116,37,-4
COC(=O)Nc1ccc(S(=O)(=O)N2CCCC(C(=O)O)C2)cc1 (configuration not stated),104,-3,-5,4,7.2,0.88,0.1,103,5,-7
Clc1cccc(/C=N\Nc2nccs2)c1,114,13,-7,-19,-0.4,2.9,-0.2,88,24,-5
CN1CCN(C(=S)C(=O)NCc2ccccc2)CC1,95,-5,-6,8,0.0,1.2,-0.3,102,-2,2
CC(C)(C)NC(=O)NC(=O)CSc1ncn[nH]1,105,9,-2,-4,-1.9,1.1,-0.4,92,-12,0
Cc1ccc(NC(=O)C2CCCN2C(=O)Oc2ccccc2)cc1 (configuration not stated),101,2,-6,-2,2.4,1.1,-0.5,98,-2,6
CCOC(=O)/C(=N\Nc1ccccc1Cl)N(C)C1CCCCC1,110,0,-6,-13,-3.9,1.3,-0.2,101,-6,8
Nc1nc(NCC2CCCO2)nc(Nc2ccc(F)cc2)c1[N+](=O)[O-] (configuration not stated),94,2,5,10,0.0,0.97,-0.3,98,9,-12
COc1ccc(N2CCN(C(=O)CN(C)S(=O)(=O)c3cc(C)ccc3OC)CC2)cc1,107,7,0,-7,-0.3,0.88,-0.2,92,17,-13
O=c1[nH]c(Nc2nc3ccccc3o2)nc2c1CCCC2,47,11,2,69*,1.2,2,0.0,90,170*,-6
CCOc1ccc(NC(=S)N2CCN(c3ccc(N4CCOCC4)nn3)CC2)cc1,97,11,-5,5,-0.9,2.2,-0.4,89,23,15
Cc1cc(N2C(=O)C(O)=C(C(=O)c3cccs3)C2c2ccccc2)no1 (configuration not stated),89,12,0,17,-7.3,1.3,-0.2,89,13,-13
COc1ccc2c(c1)nc(N)n2Cc1ccccc1,92,4,-13,12,0.8,0.76,-0.3,96,-15,-2
O=C(CO/N=C/c1ccccc1O)N1CCc2ccccc21,104,-8,-4,-5,-0.3,1.2,0.0,107,16,-12
O=C(O)Cc1coc2ccc3ccccc3c12,109,-5,2,-2,0.6,0.97,-0.2,105,4,-10
Cc1ccc(S(=O)(=O)N(CC(=O)Nc2ccccc2-c2ccccc2)c2ccc(C)cc2C)cc1,103,-4,-4,0,2.5,1,-0.6,103,9,-8
COc1ccccc1NC(=O)Cc1noc(CSc2n[nH]c(N)n2)n1,100,-3,-4,7,-0.3,1.2,-0.1,101,11,-7
CC1(C)CC(=O)C(C(=O)Cc2ccccc2[N+](=O)[O-])C(=O)C1,95,-2,-1,6,-0.4,1,0.0,102,3,6
CNC(=O)/C(=C\c1ccc([N+](=O)[O-])cc1)NC(C)=O,93,-2,2,15,-3.6,0.96,-0.2,102,-3,10
CC(=O)NC(CC(=O)Nc1ccc(S(=O)(=O)N2CCCC2)cc1)c1ccccc1 (configuration not stated),104,3,0,0,1.3,1.1,-0.4,98,-3,-6
Nc1nc(CSc2nc3ccccc3s2)nc(N2CCCCC2)n1,94,4,-11,13,0.0,0.94,-0.3,97,3,1
CN(Cc1ccccc1)c1ncnc2ccc(Br)cc12,99,3,-1,5,3.0,0.83,-0.3,97,2,8
CCCS(=O)(=O)c1c(S(=O)(=O)CCC)c2ccc(C(N)=O)cn2c1C(=O)c1ccc(F)cc1,96,-5,1,8,-0.5,0.84,-0.2,104,3,-14
O=C(C1Cc2ccccc2CN1S(=O)(=O)c1ccc(F)cc1)N1CCCCCC1 (configuration not stated),98,11,-9,7,2.5,0.99,-0.3,90,10,1
O=C(CN1CCCc2ccccc21)NCc1ccccc1Cl,113,5,-7,-13,0.7,1.1,0.0,95,1,-1
O=C(Nc1ccc(C(F)(F)F)cc1)C1CCCN1S(=O)(=O)c1cccc2cccnc12 (configuration not stated),98,7,-4,4,0.0,0.55,-0.3,93,-7,-4
COCc1cc(C)nc(OCC(=O)N/N=C/c2ccc(C)o2)c1C#N,91,5,-4,12,-2.4,1.1,0.1,94,-16,-9
COc1ccc(/C=N/N2CCOCC2)cc1OCc1ccccc1,93,-2,-1,9,-1.9,1.1,-0.3,102,0,-9
COc1ccc(Nc2nc(-c3ccccc3)cs2)cc1,116,-46,-4,-10,-16,13*,0.1,142*,148*,-14
CC(C)(C)c1ccc(C(=O)NC(=S)NNC(=O)c2cccs2)cc1,81,0,1,24,-0.5,1.2,1.0,100,36,3
CC(=O)c1cccc(NC(=O)c2onc(C)c2Cl)c1,83,-10,-5,28,-0.4,1.3,0.0,109,-16,-2
CS(=O)(=O)N1CCN(c2ccc(NC(=O)COc3ccccc3)cc2)CC1,97,-2,-2,4,0.1,1.1,-0.1,102,6,2
Cc1ccc(-n2nc(CN3CCOCC3)c(-c3ccccc3)c2N)c(C)c1,85,-6,-11,22,1.0,1.1,0.1,105,-8,-12
CCOC(=O)N1CCN(C(=O)C(C)(C)Oc2ccc(Cl)cc2)CC1,97,4,2,8,-1.5,0.83,-0.2,96,2,2
CCN(CC)CCSc1nnc(Nc2ccccc2)n1-c1ccccc1,101,-6,2,3,-1.3,0.95,0.1,103,-2,4

Three entries out of the list, arranged by length of the SMILES, descending.
canonical_smiles,STAT3 act,STAT1 blocker,HMGR II inh,STAT3 blocker,DTT redox prof,NF-kB neuron act,Hsp70 activator,STAT1 act,APP 5'UTR act,TLR4 MyD88 comp
O=C(Nc1ccc(C(F)(F)F)cc1)C1CCCN1S(=O)(=O)c1cccc2cccnc12 (configuration not stated),98,7,-4,4,0.0,0.55,-0.3,93,-7,-4
Cc1ccc(-n2nc(CN3CCOCC3)c(-c3ccccc3)c2N)c(C)c1,85,-6,-11,22,1.0,1.1,0.1,105,-8,-12
O=C(CN1CCCc2ccccc21)NCc1ccccc1Cl,113,5,-7,-13,0.7,1.1,0.0,95,1,-1

Remaining list, next part.
canonical_smiles,STAT3 act,STAT1 blocker,HMGR II inh,STAT3 blocker,DTT redox prof,NF-kB neuron act,Hsp70 activator,STAT1 act,APP 5'UTR act,TLR4 MyD88 comp
O=C(CN1C(=O)c2ccccc2C1=O)Nc1cccc(S(=O)(=O)Nc2ccccc2Cl)c1,106,1,1,-9,0.1,0.94,-0.5,99,9,-1
O=C(CCN1C(=O)c2cccc3cccc(c23)C1=O)NCc1ccco1,98,-9,-5,5,-0.2,0.97,-0.1,109,10,1
COc1ccc(OC)c(C2/C(=C(/O)c3ccc(C)cc3)C(=O)C(=O)N2Cc2ccco2)c1 (configuration not stated),94,1,3,10,0.4,1.2,-0.5,100,8,0
COC(=O)c1cc2occc2n1CC(=O)Nc1ccc(OC)c(OC)c1,97,6,-1,6,0.4,1.1,-0.4,94,-8,1
CC(C)[C@H](NC(=O)[C@@H]1CSCN1C(=O)OC(C)(C)C)C(=O)NCC1CCC(C(=O)O)CC1 (some centres not stated),100,1,0,2,0.1,1.1,-0.1,99,1&-12,11
CC1(C)NC(=O)N(CC(=O)Nc2cc(S(=O)(=O)N3CCOCC3)ccc2N2CCOCC2)C1=O,106,4,-1,1,-0.2,1.3,-0.2,96,-4,-8
Cc1ccnc(SCCn2c(N3CCCCC3)nc3c2c(=O)n(C)c(=O)n3C)n1,104,-3,-2,-2,2.5,0.88,-0.3,102,-1,10
COc1ccc2oc(=N)c(C(=O)Nc3ccccc3)cc2c1,111,-69,-1,-12,0.5,5.2*,0.1,162*,133,1
CC(=O)c1cc2c(cc1NC(=O)CCn1cccc1)OCO2,95,10,1,7,-1.1,1,0.1,90,-11,-1
CCNC(=O)CC1C(=O)N(c2ccc(OC)cc2)C(=S)N1CCc1ccncc1 (configuration not stated),100,-7,-3,4,12,1,0.1,105,-6,-1
COc1ccc(CNC(=O)c2ccc(Cn3nc(C)c([N+](=O)[O-])c3C)o2)cc1,97,25,-4,7,-0.1,0.5,-0.4,76,-14,0
COc1ccc(/C=C/C(=O)Nc2ccc3nc4n(c(=O)c3c2)CCCC4)cc1,88,17,-10,23,-0.2,0.97,-0.2,84,30,-11
CSc1nc(-c2ccccc2)nc(C(Cl)Cl)n1,112,-10,0,-14,0.0,1.1,-0.4,109,-49,-2
Cc1nc2cc(-c3ccsc3-n3c(C)ccc3C)[nH]n2c(=O)c1Cl,99,-7,-5,2,0.5,1.3,-0.1,108,-2,7
COc1ccc(Cl)cc1C(=O)NNC(=O)c1cccnc1,88,-16,-2,21,-0.1,1.5,-0.2,106,17,0
N#CCCn1cc(/C=C(\C#N)c2nc3ccccc3s2)c(-c2ccc(F)cc2)n1,86,-5,0,20,5.7,1.1,-0.1,105,0,-5
CC1=CC(C)(C)N2C(=O)C3(C(C#N)=C(N)OC4=C3C(=O)CC(C)(C)C4)c3c(C)c(C)cc1c32 (configuration not stated),99,6,1,7,0.6,0.65,-0.4,94,-6,-7
COc1ccc2[nH]c(=O)c(CN(C(C)=O)C3CCCCC3)cc2c1,104,-1,2,3,-0.2,0.86,-0.2,100,14,21
O=C(c1ccc([N+](=O)[O-])cc1)N1CCOC12CCN(c1ncc(C(F)(F)F)cc1Cl)CC2,100,-9,-2,0,-0.1,1.4,0.2,105,/,-6
Cc1ccc(CN2CCN(C3CCOCC3)CC2CCO)cc1 (configuration not stated),103,-5,3,3,0.3,0.98,0.1,103,19,-30
Cc1cc(C)c2c(c1)/C(=N/NC(=O)c1ccc(O)cc1)CCC2,87,-1,1,19,-2.3,0.51,-0.3,100,5,-2
COc1cc(/C=N/NC(=S)Nc2cccnc2)cc(OC)c1OC,96,2,1,10,-0.5,1.3,-0.2,97,17,-13
CC(CCc1ccc(O)cc1)N(C)CCc1ccccc1 (configuration not stated),101,4,-4,4,-0.3,1.1,-0.4,97,13,1
Cc1ccc(CN2CCSc3ccc(C(=O)NC4CCN(Cc5ccccc5)CC4)cc32)cc1,96,-6,0,11,0.0,0.82,-0.3,104,16,10
COc1ccc(C2(CN(C(C)=O)C(C)=O)CCCC2)cc1OC,96,2,-13,5,0.0,1,0.0,98,-9,-6
CC(C)OC(=O)CSc1nc2c(c(C3CC=CCC3)c1C#N)CCC2 (configuration not stated),92,3,6,15,0.1,0.78,-0.2,97,9,2
COc1ccc(-c2nc(CSCC(=O)NCC3CCCO3)c(C)o2)cc1OC (configuration not stated),98,7,0,4,-9.3,0.88,-0.2,94,-1,0
O=C(NC(=S)NCCO)c1cn(-c2ccccc2)nc1-c1ccccc1,97,-19,-5,7,-1.2,0.86,-0.4,116,-16,-2
